Cl transport mod: KCC2 cotransporter modulators, thallium flux, primary screen, cell-based, HEK293 KCC2, FluoZin-2 fluorescence, MLSMR; B-score of Tl+ flux slope (higher = more flux/activation; lower = inhibition) at 10 µM; KCC2 cells, thallium flux FluoZin-2 fluorescence; Solute carrier family 12 member 5 (Homo sapiens), Q9H2X9; 190,000 compounds, 2.2% hits;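 active means thallium flux slope and its plate-corrected score both differing from the plate sample mean at a set confidence after two filtering rounds, in either direction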;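 further: slope of fluorescence scaled to starting intensity during 10 to 20 s after thallium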
L929 necroptosis: inhibitors of zVAD-triggered necroptosis, primary screen, L929 cells | L929 zVAD necroptosis rescue, ATP luminescence, 24 h; with zVAD 60 µM | viability rescue, % at 10 µM | 220,000 compounds, 0.38% hits | AID 1377, 2008;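 active means activation, scaled between plate controls, above about 75%, limit read from the data; inactive means activation under that limit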;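 further: 0% = zVAD with DMSO and 100% = DMSO alone without zVAD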
Thrombin inh: human alpha-thrombin inhibitors, primary screen, counter-screen for coagulation protease inhibitor project, biochemical, 1536-well, fluorogenic AMC substrate; inhibition, % at 5 µM; 220,000 compounds, 0.26% hits; Boc-VPR-AMC fluorogenic substrate cleavage;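 active means inhibition at or above 40%; inactive means inhibition below 40%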;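 further: 0% = enzyme with no compound and 100% = wells without enzyme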
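System: human alpha-thrombin protein; Compound dosing: one concentration per compound, 5 µM, with 0.2% DMSO; Timing: reaction at room temperature; Technique: AMC fluorescence, 355/460 nm; Controls: enzyme without compound as high, wells lacking enzyme as low.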
Hck-Nef inh: inhibitors of Nef-activated human Hck kinase, primary screen, biochemical, Z-Lyte FRET, 384-well, Hck-YEEI; 220,000 compounds, 0.68% hits; inhibition, % at 20 µM; Tyrosine-protein kinase HCK (Homo sapiens), P08631; Recombinant Hck-YEEI plus Nef, Z-Lyte FRET kinase assay;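 active means Hck-Nef kinase inhibition above about 50%, limit read from the data; inactive means inhibition below that limit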;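 further: 0% = DMSO with Hck plus Nef and 100% = Hck alone without Nef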
TNF necrop inh: inhibitors of TNF-alpha triggered necroptosis, primary screen, cell-based, Jurkat FADD-/-, single concentration | 220,000 compounds, 0.068% hits | activation (protection from cell death), % at 10 µM | AID 463075, 2010 | Jurkat FADD-/- TNF necroptosis rescue, ATP luminescence, 24 h; 0 = TNF only, 100 = no-TNF cells;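 active means activation, meaning protection from cell death, of at least 50% relative to plate controls; inactive means activation below 50%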;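 further: necroptosis triggered by 40 ng/mL TNF-alpha added together with compound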
Rad51 HR inh: human RAD51 strand exchange inhibitors, primary screen, biochemical, fluorescence; inhibition, % at 10 µM; 200,000 compounds, 0.085% hits; DNA repair protein RAD51 homolog 1 (Homo sapiens), Q06609; AID 1385, 2008; hRad51 DNA strand exchange, fluorescence dequenching;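 active means inhibition above 40% at the single screening dose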;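 further: 0% = DMSO control wells and 100% = blanks with heterologous ssDNA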
Target sequence (Q06609 whole entry, looked up): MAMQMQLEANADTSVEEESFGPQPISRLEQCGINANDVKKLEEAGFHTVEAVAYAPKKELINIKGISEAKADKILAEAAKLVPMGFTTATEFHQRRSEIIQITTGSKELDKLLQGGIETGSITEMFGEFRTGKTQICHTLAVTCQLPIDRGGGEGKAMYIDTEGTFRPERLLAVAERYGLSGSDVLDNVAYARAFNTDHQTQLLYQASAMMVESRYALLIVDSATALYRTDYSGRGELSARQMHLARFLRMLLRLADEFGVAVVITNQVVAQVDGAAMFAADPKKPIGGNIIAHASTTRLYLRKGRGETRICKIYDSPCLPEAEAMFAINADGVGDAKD
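Test system: preformed human Rad51 ssDNA filaments; also added: Donor/quencher-labelled 47-bp dsDNA substrate; doses: 10 µM final, single point; times: 37 °C 15-min filament assembly, 30-min compound preincubation, 15-min exchange; detection: FRET fluorescence dequenching, excitation 485 nm, emission 520 nm; read-out basis: Fluorescence-based percent inhibition, control- and blank-normalised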
KLK5 inh: human KLK5 protease inhibitors, primary screen, biochemical, 1536-well. 210,000 compounds, 0.59% hits. Kallikrein-5 (Homo sapiens), Q9Y337. inhibition, % at 5 µM. recombinant hK5, fluorogenic AMC substrate cleavage;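 active means inhibition of 40% or more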;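 further: 0% = enzyme controls without compound and 100% = no-enzyme blanks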
FXIIa inh: human FXIIa protease inhibitors, primary screen, biochemical, 1536-well. Coagulation factor XII (Homo sapiens), P00748. purified FXIIa, Boc-QGR-AMC fluorogenic substrate, 2 h. inhibition, % at 5 µM. 220,000 compounds, 0.3% hits. AID 800, 2007; in the data active means inhibition above about 40%;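 further: 0% = enzyme with no compound and 100% = blank without enzyme; many of its hits are not listed in these tables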
Target sequence (P00748 20-372 limits assumed): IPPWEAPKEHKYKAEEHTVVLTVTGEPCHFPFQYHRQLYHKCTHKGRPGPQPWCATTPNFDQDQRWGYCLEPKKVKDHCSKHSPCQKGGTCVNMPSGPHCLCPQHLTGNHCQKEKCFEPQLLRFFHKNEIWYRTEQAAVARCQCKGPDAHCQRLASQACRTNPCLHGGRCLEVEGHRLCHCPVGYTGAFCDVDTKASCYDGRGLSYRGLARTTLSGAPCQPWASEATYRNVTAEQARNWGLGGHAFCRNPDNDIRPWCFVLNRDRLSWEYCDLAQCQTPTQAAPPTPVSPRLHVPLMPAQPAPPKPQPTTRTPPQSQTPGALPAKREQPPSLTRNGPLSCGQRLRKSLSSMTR
Target sequence (P00748 373-615 limits assumed): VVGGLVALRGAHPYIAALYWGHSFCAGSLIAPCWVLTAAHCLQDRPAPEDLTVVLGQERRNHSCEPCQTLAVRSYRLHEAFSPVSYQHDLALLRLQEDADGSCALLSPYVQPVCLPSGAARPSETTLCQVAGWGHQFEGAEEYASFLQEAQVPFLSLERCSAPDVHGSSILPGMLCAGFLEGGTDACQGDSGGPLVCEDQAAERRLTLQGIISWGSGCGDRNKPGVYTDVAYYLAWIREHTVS
FXIa inh 1536: human FXIa protease inhibitors, primary screen, biochemical, 1536-well; Coagulation factor XI (Homo sapiens), P03951; purified FXIa, Boc-Glu-Ala-Arg-AMC fluorogenic substrate; inhibition, % at 5 µM; 220,000 compounds, 0.14% hits; AID 798, 2007;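 active means inhibition of at least 40%; inactive means inhibition below 40%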;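 further: fluorescence of freed AMC excited at 355 nm; 0% = enzyme without compound and 100% = no enzyme blank; many of its hits are not listed in these tables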
Active calls of the source: *; . = not tested or not shown.

SMILES	Cl transport mod	L929 necroptosis	Thrombin inh	Hck-Nef inh	TNF necrop inh	Rad51 HR inh	KLK5 inh	FXIIa inh	FXIa inh 1536
Cc1cc(C)n(-c2nc(SCC(=O)N3CCCC3)c3c4c(sc3n2)CCCC4)n1	0.51	-0.3	2	0	-4.7	-4	-7	32	18
O=C(CC12CC3CC(C1)CC(CC(=O)NC1=NCCS1)(C3)C2)NC1=NCCS1	.	-0.4	-8	14	0.6	-5	-1	-10	-8
Fc1cccc(CN2CCN3CCCC3C2C2CCCCC2)c1 (stereo not drawn)	1.7	-0.4	-8	0	-1.3	-12	-15	0	-6
COc1cccc(-c2noc(-c3ccc(Cl)nc3)n2)c1	-0.69	0.7	-4	23	1.7	12	-8	4	-6
N#CCCn1cc(/C=N/NC(=O)c2ccncc2)c(-c2ccccc2)n1	.	0.5	-7	1	-2.4	7	-1	-3	0
O=C(NCCC1=CCCCC1)C1CCN(S(=O)(=O)c2cccs2)CC1	-0.76	0.3	4	4	4.8	-7	-4	14	2
O=C(c1ccc(-n2c(SCc3cccc(F)c3)nc3ccccc3c2=O)cc1)N1CCOCC1	-1.4	0.0	1	0	1.3	4	-4	4	6
Cn1c(-c2nnn(-c3ccc(F)cc3)n2)cc2ccccc21	-0.01	0.4	12	-28	-0.1	0	16	17	6
CC(C)c1ccc(C2C(C#N)=C(N)N3C(=C2C#N)Sc2ccccc23)cc1 (stereo not drawn)	0.27	-0.1	-3	0	-2.4	-84	-17	-1	-9
C=CCN1C(=O)/C(=C2/Sc3ccc(OC)cc3N2C)SC1=Nc1ccc(OC)cc1	0.22	0.1	-3	10	0.0	-10	0	4	-4
O=[N+]([O-])c1cccc(Nc2nc(Cl)nc(Cl)n2)c1	0.14	-0.3	1	-4	1.2	.	.	7	1
Cc1nn(-c2cc(N3CCCCCC3)ccc2[N+](=O)[O-])c(=O)c2ccccc12	-2	0.1	1	1	0.2	9	4	15	4
Cc1c(NC(=O)/C(C#N)=C/c2ccc(-c3ccc(Cl)cc3)o2)c(=O)n(-c2ccccc2)n1C	-3	.	6	7	-5.4	25	0	15	7
CC(C)CN(C(=O)CSc1nncs1)c1c(N)n(CC(C)C)c(=O)[nH]c1=O	1.1	-0.2	-24	1	0.4	-3	-3	-3	1
O=C(c1ccc(S(=O)(=O)N2CCOCC2)cc1)N1CCN(S(=O)(=O)c2ccc(Cl)s2)CC1	-0.41	-0.1	-5	9	-3.4	-10	-1	2	-6
Cc1ccc(O)c(NC(=O)c2cccc(NC(=O)c3ccco3)c2)c1	.	0.0	-3	1	-10	1	-8	8	3
COc1ccc(NC(=O)n2nc(OC(=O)c3cccs3)cc2N)cc1	0.88	-0.2	46*	-64	-1.0	8	7	19	18
CCCCNc1nc(N)ncc1[N+](=O)[O-]	-0.0077	0.9	-2	7	-7.6	11	-8	2	-6
CCN(CC)C(=O)C(C)OC(=O)COc1ccc(Cl)cc1Cl (stereo not drawn)	1.1	0.6	36	-2	0.8	-2	0	11	2
Cc1nnc(SCCn2c(N3CC(C)CC(C)C3)nc3c2c(=O)n(C)c(=O)n3C)s1 (stereo not drawn)	-0.091	-0.5	-2	-4	-1.6	-5	-25	0	6
CC(/C=C/C=C/c1ccccc1)=N/NC(=O)C(O)c1ccccc1 (stereo not drawn)	-0.75	0.8	-3	29	5.8	.	5	9	4
O=C1C(Cl)=C(NCCCN2CCOCC2)C(=O)N1CCc1ccccc1	0.3	-0.4	4	0	-1.3	.	-9	-3	1
Cc1ccc(-c2nnc(SCC(=O)N/N=C/c3ccc(C)s3)n2-c2ccc(C)cc2)cc1	-0.21	0.6	-6	6	2.2	1	-2	7	-1
O=C(CCn1c(=S)[nH]c2ccccc2c1=O)NCCSCc1ccccc1	-1.5	1.8	6	21	0.4	21	-6	1	-6
Cc1ccc(CN(C(=O)c2ccco2)C(C(=O)NC2CCCC2)c2ccc(N3CCOCC3)cc2)cc1 (stereo not drawn)	-0.059	-0.5	5	8	0.1	-2	-16	18	10
CC(Nc1nc(-c2ccccc2)nc2ccccc12)c1ccccc1 (stereo not drawn)	-0.77	2.3	-7	16	4.7	-5	-7	-1	-5
CCCn1c(-c2ccccc2)cc(SC)c(C#N)c1=O	.	-0.7	-3	28	0.9	3	1	6	-1
COCCNC(=O)/C(C#N)=C/c1ccc(OCC(=O)NC2CCCCC2)cc1	0.74	2.0	19	28	2.8	5	-1	5	-3
COCCNS(=O)(=O)c1ccc(C2CNC(=O)C2)cc1 (stereo not drawn)	.	0.6	-4	0	1.1	0	-20	9	1
Cc1c(NC(=O)C(C)OC(=O)c2cccnc2)c(=O)n(-c2ccccc2)n1C (stereo not drawn)	-0.034	-0.2	-3	3	0.9	6	-13	14	3
COc1ccc(C(=O)c2sc3nc(-c4ccccc4)ccc3c2N)cc1OC	0.59	1.1	2	-2	-0.4	-77	7	6	-3
COc1cc(CO)c(Br)cc1OCC(=O)Nc1ccccc1C	-1.4	6.7	-12	22	0.1	-7	1	6	-2
COc1ccc([N+](=O)[O-])cc1NC(=O)Nc1ccc(OC)c(OC)c1	0.29	0.6	-1	6	0.4	-24	.	13	1
Cc1cccc(-n2ccnc2SCC(=O)Nc2cc(C)on2)c1	-0.11	-0.1	0	-1	-1.4	-3	1	37	19
COc1ccc(C/C(N)=N/OC(=O)c2ccc(Cl)cc2)cc1	0.082	3.1	7	25	1.0	16	-9	7	-3
COc1ccc(Br)cc1/C=N/N1CCN(Cc2ccccc2)CC1	0.23	0.0	-8	21	0.6	.	-2	9	-2
COc1cc(CN2CCNC(=O)C2CC(=O)N(Cc2nccn2C)C(C)C)cc(OC)c1 (stereo not drawn)	0.1	0.3	1	16	0.7	14	4	13	2
CCCc1nc(-c2ccc(-c3ccc(F)cc3)cc2)no1	.	-0.2	-7	3	-6.1	-2	-3	-15	-14
CC(CCc1ccccc1)NC(=O)COc1cc(F)ccc1[N+](=O)[O-] (stereo not drawn)	-2.7	0.9	-13	10	-0.3	.	-4	0	-5
CC1(NC(=O)C23CC4CC(CC(C4)C2)C3)CCS(=O)(=O)C1 (stereo not drawn)	0.88	0.2	-2	0	0.0	-3	-19	-6	6

A stretch of the results above, for reference:
SMILES	Cl transport mod	L929 necroptosis	Thrombin inh	Hck-Nef inh	TNF necrop inh	Rad51 HR inh	KLK5 inh	FXIIa inh	FXIa inh 1536
COc1cc(CN2CCNC(=O)C2CC(=O)N(Cc2nccn2C)C(C)C)cc(OC)c1 (stereo not drawn)	0.1	0.3	1	16	0.7	14	4	13	2
CCCc1nc(-c2ccc(-c3ccc(F)cc3)cc2)no1	.	-0.2	-7	3	-6.1	-2	-3	-15	-14
CC(CCc1ccccc1)NC(=O)COc1cc(F)ccc1[N+](=O)[O-] (stereo not drawn)	-2.7	0.9	-13	10	-0.3	.	-4	0	-5
CC1(NC(=O)C23CC4CC(CC(C4)C2)C3)CCS(=O)(=O)C1 (stereo not drawn)	0.88	0.2	-2	0	0.0	-3	-19	-6	6

(more compounds)
SMILES	Cl transport mod	L929 necroptosis	Thrombin inh	Hck-Nef inh	TNF necrop inh	Rad51 HR inh	KLK5 inh	FXIIa inh	FXIa inh 1536
CC12CCC(C(=O)N3CCCCC3)(CC1=O)C2(C)C (stereo not drawn)	0.025	0.0	2	1	-1.6	-4	-13	28	15
CC(=O)N/C(=C/c1ccc([N+](=O)[O-])cc1)C(=O)O	1.8	0.1	1	6	-1.3	7	.	11	4
CC(C)NC(=O)c1ccc(-c2ccccc2C(F)(F)F)o1	-0.86	0.4	0	0	-1.4	-2	-14	12	2
Cc1ccc(C(=O)O/N=C/c2c(C)nn(C)c2Cl)cc1	0.85	4.3	-7	-54	-0.1	4	-4	.	-2
COc1ccc(CN(C)CC(=O)Nc2ccccc2-c2ccccc2)c(OC)c1	-1	-0.9	-7	-3	-3.5	5	-5	1	-4
C(=C\c1ccccc1)/CNCC1CCCO1 (stereo not drawn)	1.6	-0.3	-8	1	0.0	.	-1	3	-3
Nc1nnc(Sc2ccc(Cl)cc2[N+](=O)[O-])s1	0.03	3.2	-11	0	2.2	3	6	16	19
CCOC(=O)C(=O)c1cn(C2OCC(OC(C)=O)C(OC(C)=O)C2OC(C)=O)c2ccccc12 (stereo not drawn)	0.9	0.8	-2	3	1.2	-25	-13	4	1
CCOc1cc(/C=N/NC(=O)c2cccnc2)ccc1O	0.3	0.8	-4	16	0.1	9	-2	7	-1
O=C(NCc1cccc(Cl)c1)NC(=O)c1csc([N+](=O)[O-])c1	-1.1	0.6	-1	20	1.6	15	-2	12	-2
CN1CCN(C(=S)c2cn(CCOc3ccccc3)c3ccccc23)CC1	-0.6	-2.0	-5	17	2.7	13	-2	5	-4
N#Cc1nc(-c2ccc(OCc3ccccc3)cc2)oc1NCCN1CCOCC1	1.3	0.8	-6	3	-0.4	.	-19	8	-5
O=C(COC(=O)/C=C/c1cccc(C(F)(F)F)c1)NC(c1ccccc1)c1ccccc1	0.86	1.5	1	2	2.3	.	-11	16	5
COc1ccc(N2CC(C)Cn3c2nc2c3c(=O)[nH]c(=O)n2C)cc1 (stereo not drawn)	.	-0.1	1	1	-9.9	-4	4	-4	-5
CC(C)c1[nH]nc2c1C(c1cccc(OC(=O)N3CCOCC3)c1)C(C#N)=C(N)O2 (stereo not drawn)	-1.2	0.0	-5	0	-0.7	2	-25	0	-9
O=C(O)c1ccc(N/N=C/c2ccc(-c3cccc(Cl)c3)o2)cc1	-1.2	1.9	-5	53*	0.2	19	1	4	0
CCC(=O)Nc1ccc(C(=O)Nc2cccc(OC)c2)cc1	0.058	1.5	-7	0	2.4	10	-2	-10	-16
O=C(Oc1ccc(N(C(=O)c2ccncc2)S(=O)(=O)c2cccs2)cc1)c1ccncc1	-1.4	0.1	20	13	-0.8	7	-3	15	-1
CC(C#N)Sc1ncnc2sc3c(c12)CCC3 (stereo not drawn)	4.2*	0.7	2	25	-2.5	4	4	10	1
COc1cc(/C=N/Nc2ccc(Cl)c(C(=O)O)c2)ccc1OC(=O)c1cccs1	-0.63	4.5	-11	27	-0.1	-50	-14	9	1
O=C1NC2(CCCCC2)C(=O)N1/N=C/c1ccccc1Br	0.045	4.9	-8	29	-0.2	-5	-1	5	1
CC(C)Cc1nnc(NC(=O)CSc2nc(=O)cc(N)n2-c2ccccc2)s1	0.21	-0.1	2	1	-1.1	7	-2	1	1
COc1ccc(CCCc2n[nH]c(=S)o2)c(C)c1	-2.3	14	-2	22	-0.5	-1	6	13	2
Cc1ccc(NS(=O)(=O)c2cn(C)cn2)cc1	-0.32	-0.4	0	0	-1.8	-2	4	11	1
C/C=C/Cn1cccc(C(=O)Nc2ccc(OC)cc2)c1=O	-1.1	1.1	-4	19	-0.6	15	-1	11	-1

Not all compounds are listed. The share of hits here may be higher or lower than overall.
